Screens from PubChem BioAssay.
Neddylation inh = inhibitors of cullin neddylation, primary screen, biochemical, TR-FRET, uHTS, NAE and Ubc12 | NEDD8-conjugating enzyme Ubc12 (Homo sapiens) + NEDD8-activating enzyme E1 regulatory … | calls only at 25 µM | 360,000 tested, 0.58% active | AID 651699, 2012; in the data active = inhibition above about 36%
Target sequence (P61081 whole entry, looked up): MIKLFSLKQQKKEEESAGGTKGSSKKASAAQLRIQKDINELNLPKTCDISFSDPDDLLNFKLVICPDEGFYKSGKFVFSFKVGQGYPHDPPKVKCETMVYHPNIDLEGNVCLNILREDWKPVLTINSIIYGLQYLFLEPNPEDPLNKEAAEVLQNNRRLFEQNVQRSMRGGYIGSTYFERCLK
Target sequence (Q13564 whole entry, looked up): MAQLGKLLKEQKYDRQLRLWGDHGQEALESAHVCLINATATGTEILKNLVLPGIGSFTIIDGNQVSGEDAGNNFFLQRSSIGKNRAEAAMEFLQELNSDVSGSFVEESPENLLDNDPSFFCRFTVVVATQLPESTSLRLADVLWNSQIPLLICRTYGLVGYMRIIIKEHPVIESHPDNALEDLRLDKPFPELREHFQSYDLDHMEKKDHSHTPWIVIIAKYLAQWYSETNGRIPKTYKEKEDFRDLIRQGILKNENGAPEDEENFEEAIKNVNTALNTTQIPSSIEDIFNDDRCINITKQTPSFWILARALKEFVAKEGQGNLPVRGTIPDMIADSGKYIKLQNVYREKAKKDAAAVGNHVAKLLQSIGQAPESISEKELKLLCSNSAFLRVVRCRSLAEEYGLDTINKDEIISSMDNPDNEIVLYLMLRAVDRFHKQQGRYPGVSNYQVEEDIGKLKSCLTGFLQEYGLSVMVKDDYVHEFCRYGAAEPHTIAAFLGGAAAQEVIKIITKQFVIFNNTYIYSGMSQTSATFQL
STEP inh = STEP phosphatase inhibitors, primary screen, biochemical, fluorescence intensity, uHTS. Tyrosine-protein phosphatase non-receptor type 5 (Homo sapiens), P54829. recombinant STEP, OMFP fluorogenic substrate. inhibition, % at 20 µM. 360,000 tested, 0.25% active;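 active = inhibition at 20 µM, scaled per plate between control wells, above about 37%, limit read from the data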;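 also: 0% = DMSO with enzyme and substrate and 100% = substrate only without enzyme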
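Also added – OMFP at 25 µM · Test system – STEP tyrosine phosphatase · Technique – FITC-channel fluorescence of OMFP product · Schedule – 20 min at room temperature, dark · Evaluation – control-normalized % inhibition with plate pattern correction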
Scp1 inh = Scp-1 phosphatase inhibitors, primary screen, biochemical, colorimetric, uHTS | AID 493091, 2011 | Recombinant Scp1, phosphopeptide, malachite green phosphate absorbance | 340,000 tested, 0.88% active | inhibition, % at 20 µM;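 active = inhibition above about 50% at 20 µM, limit read from the data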;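 also: plate controls were DMSO wells with enzyme for no effect and wells lacking enzyme for full effect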
Target sequence (Q9GZU7 76-261 limits assumed): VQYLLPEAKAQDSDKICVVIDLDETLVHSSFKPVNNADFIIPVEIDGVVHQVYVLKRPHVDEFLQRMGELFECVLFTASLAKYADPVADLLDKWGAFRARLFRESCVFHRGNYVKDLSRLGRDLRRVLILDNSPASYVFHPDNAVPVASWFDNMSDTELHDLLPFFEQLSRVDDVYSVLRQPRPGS
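Test system: SCP-1 catalytic domain; Buffer or medium: Acidic Tris acetate buffer with magnesium and detergent; Also added: Phosphorylated 17-residue peptide substrate; Compound: single 20 µM dose, 1% DMSO; Schedule: enzyme reaction 45 min at room temperature, colour 5 min, stabilisation 30 min; Signal: Phosphate-binding colour reagent, absorbance read at 630 nm.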
LMPTP block = LMPTP phosphatase inhibitors, primary screen, biochemical, fluorescence intensity, uHTS; Low molecular weight phosphotyrosine protein phosphatase (Homo sapiens), P24666; recombinant LMPTP-A, OMFP fluorogenic substrate; inhibition, % at 20 µM; 360,000 tested, 0.22% active;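 active = compounds that cut the enzyme signal by at least half of the control window in the single-dose screen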;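 also: plate controls were DMSO wells with enzyme plus substrate for no effect and substrate without enzyme for full effect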
Target sequence (P24666 whole entry, looked up): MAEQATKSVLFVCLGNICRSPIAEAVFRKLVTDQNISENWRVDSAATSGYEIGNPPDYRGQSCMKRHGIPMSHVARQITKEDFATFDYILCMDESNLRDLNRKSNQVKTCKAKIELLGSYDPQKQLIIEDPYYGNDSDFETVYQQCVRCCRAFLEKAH
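Assay system: LMPTP-A phosphatase enzyme | Input: 0.625 nM enzyme | Also added: Fluorogenic phosphatase substrate OMFP at 400 µM final | Compound dosing: One test concentration per compound, 20 µM, with 3% DMSO overall | Schedule: 50 min enzyme reaction at room temperature, protected from light | Signal: Fluorescence intensity | Benchmarks: no-enzyme and uninhibited controls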
NadD block = inhibitors of S. aureus NadD, primary screen, biochemical, colorimetric, uHTS. Nicotinate-nucleotide adenylyltransferase NadD (Staphylococcus aureus N315). purified NadD enzyme, colorimetric absorbance read-out. AID 602399, 2012. inhibition, % at 20 µM. 360,000 tested, 0.78% active; in the data active = inhibition above about 26%; also: some compounds past the cut are filed as inactive
DNMT1 block = human DNMT1 methyltransferase inhibitors, primary screen, biochemical, molecular beacon, fluorescence, HinP1I cleavage, uHTS; inhibition (reported as % activation of signal), % at 10 µM; 360,000 tested, 0.83% active; AID 588458, 2011; in the data active = inhibition above about 50%
NRP1-CendR mod = modulators of CendR peptide binding to NRP-1, primary screen, biochemical, fluorescence polarization, uHTS | Neuropilin-1 (Homo sapiens), O14786 | FAM-RPARPAR peptide binding to NRP-1 | inhibition, % at 25 µM | 360,000 tested, 0.85% active | AID 602438, 2012;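 active = inhibition or corrected inhibition above about 18%, plus a signal ratio from 0.5 to 1.5, limit read from the data, passing the limit was not always enough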; also: strong numbers were not always called active
SUMO1 PPI mod = modulators of SUMO1 protein-protein interactions, primary screen, biochemical, uHTS. Small ubiquitin-related modifier 1 (Homo sapiens), P63165. inhibition, % at 20 µM. AID 602429, 2012. SUMO1 binding to a labelled peptide, TR-FRET, 1 h. 360,000 tested, 0.33% active; in the data active = inhibition above about 37%
Tb MetRS inh = T. brucei MetRS inhibitors, primary screen, biochemical, luminescence; purified T. brucei MetRS, ATP depletion, Kinase-Glo luminescence; AID 624268, 2012; 360,000 tested, 0.4% active; inhibition, % at 11.9 µM;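 active = inhibition above a per-plate cutoff of the control wells' mean inhibition plus 3 SD, cut at about 5.5% in these data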;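 also: 0% = DMSO wells median and 100% = median of wells with control inhibitor compound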
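technique = Kinase-Glo luminescence, ATP depletion format | system = purified MetRS (methionyl-tRNA synthetase) enzyme from Trypanosoma brucei | timing = 15 min preincubation, 2 h reaction, all 25 °C | evaluation = percent inhibition versus plate control medians | dosing = single dose, 11.9 µM final nominal, 0.9% final DMSO | also added = substrates ATP, L-methionine and bulk Escherichia coli tRNA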
SKN-1 inh = suppressors of acrylamide-induced Pgst-4::GFP reporter in worms, primary screen, SKN-1 inhibitor project, whole organism, uHTS, GFP/RFP fluorescence ratio, strain VP596; C. elegans VP596 Pgst-4::GFP/RFP ratio, 24 h; inhibition, % at 21.8 µM; 360,000 tested, 0.49% active;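 active = interference check ratio from 0.5 to 1.5 plus GFP to RFP signal ratio inhibition reaching or exceeding a fixed threshold, cut at about 30% in these data, passing the limit was not always enough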; also: some compounds called inactive have numbers as strong as hits
The depositor's hits bear a star; i = inactive; / = no result given; + = active, no number.

SMILES	Neddylation inh	STEP inh	Scp1 inh	LMPTP block	NadD block	DNMT1 block	NRP1-CendR mod	SUMO1 PPI mod	Tb MetRS inh	SKN-1 inh
COCCC(=O)Nc1ccc2c(c1)CN(C(=O)CCSC)CC2	i	2.2	-3.1	-0.3	-4.2	-1.0	-8.8	-4.5	0.1	1.9
Cc1ccc(-c2nnn(CC(=O)N3c4ccccc4CCc4ccccc43)n2)cc1	i	4.0	-12.2	1.8	-1.2	-4.1	-7.1	-3.2	0.2	7.6
CN(CC(=O)Nc1ccc(F)cc1)C(=O)c1ccc(OCc2cn3ccccc3n2)cc1	i	-1.9	-9.6	2.3	3.1	5.5	27.0*	1.7	-0.4	-6.4
CCOC(=O)C1C(=O)C=C(Nc2ccccc2F)CC1c1ccccc1 (stereo not drawn)	i	1.5	-3.7	0.1	-1.3	-3.2	-3.9	-3.5	0.0	-3.8
Cc1ccc(S(=O)(=O)N2CCC(=O)N([C@H](COCc3ccc(Cl)cc3Cl)Cc3ccccc3)CC2)cc1	i	/	/	6.8	-5.9	/	-20.4	7.4	-1.0	7.6
CCC(=C(c1ccc(O)cc1)c1ccc(OCCN(C)C)cc1)c1ccccc1	i	-1.7	/	-2.8	-7.7	3.9	1.0	-1.4	-0.6	-5.7
Cc1cccc(-n2c(C)cc(/C=N/NC(=O)c3ccc(CN4CCOCC4)cc3)c2C)c1	i	-2.4	-8.5	-1.1	-8.1	-9.0	1.3	-0.6	-0.4	8.0
Cc1ccc(NC(=O)C2CCCN(S(=O)(=O)c3c(C)noc3C)C2)c(Br)c1 (stereo not drawn)	i	-3.5	4.0	0.3	-4.4	-0.2	5.2	2.6	-1.4	8.4
CCN(C(=O)COC(=O)CNC(=O)c1ccc(F)cc1)C1CCS(=O)(=O)C1 (stereo not drawn)	i	-0.4	-6.0	-0.9	-5.1	2.2	28.0*	-0.2	-0.1	3.0
COc1ccc(-c2cc(C(=O)N3CCCCC3)c3ccccc3n2)cc1OC	+	-0.2	2.4	-0.2	-2.4	5.3	-10.4	-5.3	-0.7	-4.2
COc1ccc(NC(=O)Nc2ccc3c(c2)CCC3)cc1	i	0.7	4.7	8.5	-5.5	4.7	-20.5	3.1	-0.4	14.3
COc1cc(C2=NOC(C(=O)NC3CCCCC3)C2)cc(OC)c1OC (stereo not drawn)	i	2.0	-1.1	-1.5	-7.6	4.1	0.6	-2.3	0.1	-0.7
CCCCCCCCOc1ccc(C2CC(=O)NC2=O)cc1 (stereo not drawn)	i	3.5	-7.5	3.0	-2.9	4.9	5.0	0.7	0.2	10.9
Cc1cc(C(=O)OCC(=O)NCc2ccco2)c(C)n1-c1ccc(F)cc1	i	-1.6	-8.2	-0.6	2.5	-2.6	-4.9	4.1	-0.6	8.2
CCCCn1c(N)c(N(CC)C(=O)CSCC(=O)Nc2ccc(OC)cc2)c(=O)[nH]c1=O	i	-1.4	-1.1	-0.2	-7.1	5.5	7.7	1.3	-0.3	-14.2
CC(=O)C12OC(C)(C)OC1CC1C3CCC4=CC(=O)C=CC4(C)C3(F)C(O)CC12C (stereo not drawn)	i	-1.6	1.9	2.1	2.0	5.2	0.8	-0.3	-0.5	7.7
O=C(COc1ccc([N+](=O)[O-])cc1)N/N=C/c1ccccn1	i	2.7	-2.2	-1.7	-3.5	-2.0	-5.8	-13.4	0.7	22.2
COC(=O)c1ccc(CSc2nnc3c(Cl)cc(Cl)cn23)o1	i	3.2	12.5	-1.6	0.4	2.2	-7.7	-10.7	-1.4	13.6
CCCc1cc(=O)oc2cc(C)cc(OCC(=O)Nc3ccc(CN4CCOCC4)cc3)c12	/	-0.1	-3.1	2.9	0.1	1.2	12.5	-0.9	-0.4	25.8
CCOC(=O)N1CCN(C(=O)c2cc(-c3ccncc3)nc3ccccc23)CC1	i	-0.7	-4.0	-10.0	3.6	0.0	-0.4	-49.3	-0.2	4.9
Fc1ccccc1-c1nc(-c2ccc(-c3nn[nH]n3)cc2)no1	i	2.5	1.9	-1.0	-0.9	-0.8	-3.0	31.8	-0.3	-19.1
[O-][n+]1onc2c3ccnnc3ccc21	i	2.8	-2.0	-1.1	-1.4	2.2	7.0	-27.5	-0.5	6.7
COc1ccccc1OCCNC(=O)c1ccc2c(c1)CCC2	i	-0.5	-7.1	-0.1	-1.6	1.3	-3.0	0.8	0.0	10.1
COc1ccc(NC(=O)c2cnn(-c3ccccc3)c2C)cc1	i	-1.5	-10.3	0.2	-4.8	-0.9	9.4	-3.2	0.0	-0.9
Cc1cccc(C)c1N1C(=O)c2ccccc2NC(=O)C1C(=O)NCCOc1ccccc1 (stereo not drawn)	i	/	/	-1.9	/	/	0.4	5.6	0.3	4.5
O=C(CN1CCOCC1)Nc1ccc(OCc2ccccc2)cc1	i	-1.4	3.8	-1.7	-2.8	-6.6	7.6	-1.9	-2.1	-9.3
O=C(CC1OC(=O)c2ccccc21)Nc1cc(S(=O)(=O)N2CCOCC2)ccc1OCC(F)(F)F (stereo not drawn)	i	3.9	-0.1	-1.2	-5.4	0.2	1.4	5.5	-0.2	13.8
CO/N=C\CC(=O)Nc1ccc(F)cc1	i	-0.1	-4.6	-0.6	-2.0	0.5	-5.0	2.6	-0.4	-12.0
CC1(OC(=O)C2CCCC2)C(=O)C=C2C=C(c3ccsc3)N(CCc3c[nH]c4ccccc34)C=C2C1=O (stereo not drawn)	i	3.8	6.0	8.3	18.3	-31.5	17.5	-26.8	0.2	2.1
N#Cc1ccc(C(=O)Nc2cc(-c3ccc(F)cc3)nn2-c2ccccc2)cc1	i	0.7	0.8	3.0	-2.9	-6.3	23.5	6.5	0.0	11.9
CCOC(=O)N1CCN(S(=O)(=O)c2ccc(C)c(C)c2)CC1	i	-1.9	-6.5	-1.4	-9.8	1.8	0.3	-1.7	-0.5	6.2
O=C(c1cc2ccccc2oc1=O)N1CCN(c2ncccn2)CC1	i	-3.2	-4.3	-0.4	0.8	0.1	12.6	-4.5	0.0	-3.4
CN(Cc1cccs1)C(=O)COc1cccc2c1OC(C)(C)C2	i	1.9	-2.8	0.1	3.1	1.5	-5.7	5.3	-0.2	8.8
CCOc1ccc(OCC(=O)N2CCC3(CC2)CC(=O)c2ccccc2O3)cc1	i	0.5	6.8	-0.3	-7.2	1.1	-6.6	6.1	-0.4	-0.1
O=c1c2ccccc2nc(N/N=C/c2c(O)ccc3ccccc23)n1O	/	0.4	-3.4	0.0	18.1	3.9	-15.3	4.5	-1.1	4.0
NNC(=O)CNC(=O)c1cccc(Br)c1	i	-0.7	7.7	-1.0	5.2	1.4	1.3	-2.4	-0.7	-28.4

Record cards, as listed above. Screens in order: Neddylation inh	STEP inh	Scp1 inh	LMPTP block	NadD block	DNMT1 block	NRP1-CendR mod	SUMO1 PPI mod	Tb MetRS inh	SKN-1 inh
`O=C(CN1CCOCC1)Nc1ccc(OCc2ccccc2)cc1` is listed with i	-1.4	3.8	-1.7	-2.8	-6.6	7.6	-1.9	-2.1	-9.3
`CCOc1ccc(OCC(=O)N2CCC3(CC2)CC(=O)c2ccccc2O3)cc1` is listed with i	0.5	6.8	-0.3	-7.2	1.1	-6.6	6.1	-0.4	-0.1

The results go on:
SMILES	Neddylation inh	STEP inh	Scp1 inh	LMPTP block	NadD block	DNMT1 block	NRP1-CendR mod	SUMO1 PPI mod	Tb MetRS inh	SKN-1 inh
CC(=O)Oc1c(/C=C(\C#N)C(N)=O)[nH]c2ccccc12	i	0.1	-2.8	0.5	0.5	-5.0	-35.0	-127.3	0.0	27.7
CC(/C=C/C=C/c1ccccc1)=N\NC(=O)c1cccnc1	i	-1.5	-8.3	-0.9	-6.4	-4.4	-3.3	-9.6	-1.1	-9.1
CC(C)Cc1nnc(NC(=O)CCC(=O)N2CCN(C3CCCC3)CC2)s1	i	-3.2	-3.8	-1.9	0.5	-1.8	-3.3	-1.9	0.2	8.0
COCCCn1c(-c2ccco2)nc2ccccc2c1=O	i	-1.8	0.6	0.2	-3.8	-4.9	-3.0	-4.7	-0.4	4.8
Cc1ccc(S(=O)(=O)N2CCN(C(=O)CSc3nncs3)CC2)cc1	i	0.0	-2.5	-2.3	-0.1	1.4	-5.5	1.2	-0.2	-1.6
Cc1c(S(=O)(=O)N2CCCC2)c(=O)n(C)c(=O)n1C	i	1.1	1.2	-2.8	-3.4	0.7	-8.0	-0.8	-0.8	-7.6
Cc1cccc(C)c1NC(=O)N1CCC(C(=O)c2ccc(F)cc2)CC1	i	-1.8	-3.8	0.4	4.0	-0.1	8.0	-3.0	-0.3	8.1
CCOC(=O)C1CCCN1C(=O)C1(NC(C)=O)CCCC1 (stereo not drawn)	i	-1.6	-1.8	-2.0	3.3	2.3	-3.9	0.9	-0.1	-4.8
COCc1c(C)cc(C)c(/C=N/O)c1C	i	-0.7	-0.7	-1.7	-1.2	-1.5	11.9	2.3	-0.5	0.3
CCOC(=O)c1c(-c2ccc(OC)cc2)csc1NC(=O)CCN1C(=O)c2ccccc2C1=O	i	5.4	-17.9	3.5	-3.6	-2.2	-6.3	-4.1	-0.2	8.8
CCC(CC)c1nnc(NC(=O)CN2C(=O)C3C4C=CC(C4)C3C2=O)s1 (stereo not drawn)	i	-0.6	2.6	-0.7	-4.6	-0.4	1.2	0.0	-0.2	-5.6
S=c1[nH]c2ccccc2n2c(=S)[nH]nc12	i	-0.1	2.8	-20.3	-2.0	1.4	-6.7	-7.1	-1.0	-2.9
Cc1ccc(NC(=O)CSc2nnc3n2CCCCC3)cc1	i	-4.1	3.3	0.8	2.0	5.1	-1.2	-2.2	-1.7	-0.5

Individual results from the entries so far.
Under STEP inh, `Cc1ccc(S(=O)(=O)N2CCN(C(=O)CSc3nncs3)CC2)cc1` reads 0.0
Under SKN-1 inh, `COCc1c(C)cc(C)c(/C=N/O)c1C` reads 0.3
Under Tb MetRS inh, `Cc1ccc(NC(=O)CSc2nnc3n2CCCCC3)cc1` reads -1.7
Under STEP inh, `S=c1[nH]c2ccccc2n2c(=S)[nH]nc12` reads -0.1
